High-throughput results: PubChem BioAssay, several laboratories
hcDAF-12 act – H. contortus DAF-12 nuclear receptor activators, primary screen, cell-based, luminescence, HEK293, lit1-tk-luc reporter; HEK293 hcDAF-12 lit1-tk-luc reporter; 0% DMSO, 100% Δ7-dafachronic acid; activation, % at 6.8 µM; actives 1.4% (n = 370,000);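 active = activation above the mean of all tested compounds plus 3 SD, cut at about 5.5% in these data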;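 also: 100% = response to 3 µM Δ7-dafachronic acid high control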
ADAM17 inh – ADAM17 inhibitors, primary screen, biochemical, QFRET | Disintegrin and metalloproteinase domain-containing protein 17 (Homo sapiens), P78536 | recombinant ADAM17, EDANS/DABCYL FRET peptide cleavage | inhibition, % at 6.95 µM | actives 0.83% (n = 370,000) | AID 720648, 2013;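 active = inhibition above the mean of compounds lying between control limits plus 3 SD, set per campaign, cut at about 8.5% in these data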;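 also: 0% = DMSO-only wells as the low control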
Target sequence (P78536 215-824 limits assumed): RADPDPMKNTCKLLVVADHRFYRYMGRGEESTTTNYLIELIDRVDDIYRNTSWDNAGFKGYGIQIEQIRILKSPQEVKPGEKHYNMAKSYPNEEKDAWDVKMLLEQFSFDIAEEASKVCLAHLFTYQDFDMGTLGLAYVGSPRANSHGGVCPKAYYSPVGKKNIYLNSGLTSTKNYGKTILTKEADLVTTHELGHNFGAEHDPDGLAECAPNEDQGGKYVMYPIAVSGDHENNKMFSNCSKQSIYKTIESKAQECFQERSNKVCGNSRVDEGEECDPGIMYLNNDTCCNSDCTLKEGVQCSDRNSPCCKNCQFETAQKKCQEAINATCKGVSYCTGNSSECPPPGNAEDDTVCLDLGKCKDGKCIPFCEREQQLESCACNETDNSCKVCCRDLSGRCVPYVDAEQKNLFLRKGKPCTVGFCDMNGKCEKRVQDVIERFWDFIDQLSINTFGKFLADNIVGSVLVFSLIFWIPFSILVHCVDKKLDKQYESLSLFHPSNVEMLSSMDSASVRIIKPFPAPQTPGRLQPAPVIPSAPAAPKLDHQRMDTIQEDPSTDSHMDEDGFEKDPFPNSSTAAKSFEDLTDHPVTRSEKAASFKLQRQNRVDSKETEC
ssDAF12 agonist – S. stercoralis DAF-12 nuclear receptor activators, primary screen, cell-based, luminescence, HEK293, GRIP1 co-expression, lit1-tk-luc. HEK293 ssDAF-12/GRIP1 lit1-tk-luc reporter; % of 3 µM dafachronic acid response. actives 1% (n = 370,000). activation, % at 6.8 µM. Nuclear hormone receptor DAF-12 (Strongyloides stercoralis). AID 652126, 2013;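 active = activation above the mean over all tested compounds plus 3 SD, cut at about 0.9% in these data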;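 also: 0% = DMSO-only wells and 100% = 3 µM delta7-dafachronic acid wells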
DAX1 inh-1 – DAX1 (NR0B1) inhibitors, primary screen, cell-based, HEK293, Gal4-DAX1, luciferase luminescence. AID 504766, 2011. inhibition, % at 6.75 µM. actives 0.99% (n = 340,000). HEK293 Gal4-DAX1 luciferase reporter;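 active = inhibition above the mean over all tested compounds plus 3 SD, cut at about 4.2% in these data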;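 also: 0% = DAX1-transfected cells with DMSO and 100% = empty-vector control cells with DMSO; inhibition shows as a rise in luminescence from relieved DAX1 repression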
Target sequence (P51843 207-470 limits assumed): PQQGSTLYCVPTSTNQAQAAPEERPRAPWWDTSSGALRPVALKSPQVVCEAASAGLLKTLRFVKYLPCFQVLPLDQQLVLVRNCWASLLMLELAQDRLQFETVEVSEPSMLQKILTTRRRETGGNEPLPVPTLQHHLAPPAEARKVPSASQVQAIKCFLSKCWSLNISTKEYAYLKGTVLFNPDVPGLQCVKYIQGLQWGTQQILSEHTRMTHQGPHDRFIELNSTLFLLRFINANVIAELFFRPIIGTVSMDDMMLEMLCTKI
NPR1 activator – GC-A stimulated cGMP production enhancers – HEK293 GC-A cells, cGMP TR-FRET, EC30 ANP, primary screen; Atrial natriuretic peptide receptor 1 (Homo sapiens), P16066; AID 1671463, 2021; 0% at EC30 ANP, 100% saturating ANP; actives 0.14% (n = 370,000); activation, % at 10 µM; in the data active = activation above about 40%
GAA850 FXN act – FXN promoter activators, primary screen, cell-based, luciferase luminescence, HEK293 lucGAA850; actives 0.56% (n = 360,000); AID 540364, 2011; activation, % at 6 µM; HEK293 lucGAA850 FXN promoter luciferase reporter, 24 h; percent of 10 µM SAHA response;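 active = activation above the average of all compounds screened plus 3 SD, cutoff fixed separately per campaign, cut at about 7.5% in these data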;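 also: 0% = DMSO wells and 100% = 10 µM SAHA wells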
PG9 Ab binder – binders of HIV-1 gp120 antibody PG9, primary screen, biochemical, TR-FRET; HIV-1 gp120 / PG9 antibody interaction; TR-FRET gp120-PG9 antibody binding; inhibition, % at 6.7 µM; actives 0.43% (n = 360,000); in the data active = inhibition above about 8.5%
hgDAF-12 ag – H. glycines DAF-12 receptor agonists, primary screen, cell-based, luminescence, HEK293, GAL4 fusion, UAS-luciferase | activation, % at 6.8 µM | actives 1.8% (n = 370,000) | AID 687014, 2013 | Nuclear hormone receptor DAF-12 (Heterodera glycines), GAL4 fusion | HEK293 GAL4-hgDAF12 UAS-luciferase reporter, agonist luminescence; normalized to butyrate control;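 active = activation above a cutoff set at the mean of all screened compounds plus 3 SD, cut at about 10% in these data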;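 also: 0% = DMSO wells and 100% = sodium butyrate wells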
SMARCA2 act – SMARCA2 (BRM) function activators, primary screen, cell-based, luminescence, high throughput | MG213 cells, MMTV-luciferase reporter, dexamethasone, overnight | activation, % at 9.1 µM | actives 1% (n = 370,000) | AID 652017, 2013; in the data active = activation above about 7.8%;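 also: 0% = vehicle wells and 100% = reference activator wells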
DAX1 inh-2 – DAX1 (NR0B1) inhibitors on StAR promoter, primary screen, cell-based, luminescence, SF-1 (NR5A1), full-length DAX-1; HEK293T StAR-luciferase reporter, SF-1/DAX-1 repression relief; inhibition, % at 6.8 µM; actives 1.1% (n = 370,000); AID 652010, 2013;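 active = inhibition above the mean over all tested compounds plus 3 SD, cut at about 3.6% in these data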;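 also: 0% = DAX-1 cells with DMSO and 100% = cells lacking DAX-1 with DMSO; higher inhibition means more luminescence from relief of DAX-1 repression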
ADAM10 inh – human ADAM10 inhibitors, primary screen, biochemical, QFRET, HTS; Disintegrin and metalloproteinase domain-containing protein 10 (Homo sapiens), O14672; recombinant ADAM10, EDANS/DABCYL FRET peptide cleavage, 3 h; inhibition, % at 7 µM; actives 0.62% (n = 370,000);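 active = inhibition above a per-campaign cutoff equal to the mean of compounds falling between control-based bounds plus 3 SD, cut at about 20% in these data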;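 also: 0% = DMSO wells while the 100% control is not disclosed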
Numbers without * were called inactive; · = not tested or not shown. Not a hit list; about 6.8% have a hit in one of these screens.

[1] O=C(CCN1C(=O)c2ccccc2C1=O)Nc1ccc(S(=O)(=O)NC2=NCCCCC2)cc1
[2] Cc1ccccc1NC(=O)Nc1ccc(C(F)(F)F)cc1
[3] COCCCNC(=O)C(=O)NC1CCCCCC1
[4] CCOC(=O)C1=C(N)OC2=C(C(=O)CC(C)(C)C2)C1c1ccccc1OCC#N (configuration not stated)
[5] COc1ccc(/C(C)=N/NC(=O)CNC(=O)C(c2ccccc2)c2ccccc2)c(OC)c1
[6] Cc1ccc(C2C(C#N)=C(N)N(c3cccnc3)C3=C2C(=O)CCC3)s1 (configuration not stated)
[7] COc1ccc(NC(=O)CN2CCc3ccccc3C2)cc1
[8] COc1cc(C(=O)Nc2nnc(SCC(=O)NCC3CCCO3)s2)cc(OC)c1OC (configuration not stated)
screen / no.	1	2	3	4	5	6	7	8
hcDAF-12 act	-1.5	-0.5	1.3	-1.0	0.6	0.8	-1.9	-0.5
ADAM17 inh	-1	6	-2	-4	-3	2	0	1
ssDAF12 agonist	-0.9	-0.5	-0.2	-1.9	-1.6	-0.9	-0.9	-1.0
DAX1 inh-1	-0.2	1.1	0.9	0.7	-0.4	1.2	2.2	0.6
NPR1 activator	1	-1	-3	-12	0	4	3	-4
GAA850 FXN act	0.9	1.4	1.6	2.0	-1.3	0.3	-2.1	1.4
PG9 Ab binder	-1.7	-4.8	0.6	-1.2	-0.3	-5.5	1.3	-2.7
hgDAF-12 ag	-0.1	11*	4.0	0.0	-0.1	1.0	1.4	1.6
SMARCA2 act	2	-3	-3	-2	-3	3	-1	-3
DAX1 inh-2	-0.5	0.7	-0.5	-0.2	-1.5	0.2	-0.7	-0.7
ADAM10 inh	3	17	-3	-14	0	0	-3	-8

A few values from above.
cpd 5 – DAX1 inh-1 = -0.4
cpd 3 – SMARCA2 act = -3
cpd 8 – ADAM17 inh = 1

(further entries)
[9] O=c1oc(-c2ccc([N+](=O)[O-])cc2)nc2ccc(O)cc12
[10] Cc1c(C2(O)CCCCC2)[nH]c2ccc(C(F)(F)F)cc12
[11] Cc1cc(NS(=O)(=O)c2ccc(NC(=O)C(CC(C)C)N3C(=O)c4ccccc4C3=O)cc2)nc(C)n1 (configuration not stated)
[12] CCN(CC)CC(=O)Nc1ccc(C)cc1Br
[13] CCC(C)(C)NC(=O)Nc1cc(Cl)ccc1OC
[14] Cc1ccc(S(=O)(=O)N2CCC(C(=O)OCc3c(C)noc3C)CC2)cc1C
[15] Cc1csc(NC(=O)C2CCCN(S(=O)(=O)c3ccc(Br)s3)C2)n1 (configuration not stated)
[16] Cc1cc(=O)n(CC=C(Cl)Cl)c2ccccc12
screen / no.	9	10	11	12	13	14	15	16
hcDAF-12 act	0.3	1.6	0.2	0.1	-1.9	-1.9	-2.4	-1.4
ADAM17 inh	0	8	0	-3	2	-3	8	-1
ssDAF12 agonist	0.1	-0.9	-1.3	-0.9	-1.9	-0.8	-1.3	-1.3
DAX1 inh-1	-0.7	-1.4	-0.4	1.1	-0.7	-2.8	0.0	-0.1
NPR1 activator	13	2	5	1	-5	-1	-4	-2
GAA850 FXN act	0.5	-2.6	1.5	0.3	3.5	1.3	-0.9	2.3
PG9 Ab binder	-0.5	0.8	0.3	0.6	-0.8	1.8	-0.5	0.0
hgDAF-12 ag	-1.5	-6.4	-0.3	2.2	1.9	1.9	-3.1	-2.7
SMARCA2 act	-1	-1	-2	3	1	-2	-2	3
DAX1 inh-2	0.4	-1.1	1.1	-1.0	-0.4	-0.6	-1.9	-0.5
ADAM10 inh	8	20*	6	3	2	-6	14	3

[17] C=CC[N+]1(CC#CCOC(c2ccccc2)c2ccccc2)CCOCC1
[18] COc1ccc(CCn2cnn3c(=O)c4ccccc4nc3c2=O)cc1OC
[19] Nc1cc(=O)n(Cc2ccccc2)c(=O)n1-c1ccc(Cl)cc1
[20] O=C(CCNC(=O)c1ccc(Cl)cc1)Nc1nc2ccccc2[nH]1
[21] O=C(COC(=O)CSc1ccc(Cl)cc1)Nc1ccc2[nH]c(=O)[nH]c2c1
[22] Cc1ccc(N=Nc2ccc(C)cc2NC(=O)Nc2ccccc2F)cc1
[23] Cc1ccc(-n2nnc(-c3nccn3C)n2)cc1
[24] CC(C)(C)c1ccc(NC(=O)C(=O)C2C(=O)Nc3ccccc32)cc1 (configuration not stated)
screen / no.	17	18	19	20	21	22	23	24
hcDAF-12 act	-0.9	-0.9	-0.3	1.2	1.7	-1.8	6.9*	1.6
ADAM17 inh	-3	0	-2	-7	-1	-4	-3	3
ssDAF12 agonist	-1.4	-1.4	-0.8	0.0	-1.4	-1.2	0.0	0.5
DAX1 inh-1	-0.4	·	1.5	1.3	-0.6	1.2	-3.2	1.3
NPR1 activator	3	3	7	-4	-2	5	1	3
GAA850 FXN act	-1.1	·	0.3	-0.4	1.4	-0.9	0.1	0.3
PG9 Ab binder	-0.5	-0.6	5.0	1.5	0.0	1.4	-0.4	-1.5
hgDAF-12 ag	-2.1	2.4	1.0	3.2	-0.9	2.2	6.6	2.3
SMARCA2 act	-1	5	-2	-3	-1	-1	2	-1
DAX1 inh-2	-0.1	-0.4	-0.2	-1.4	-1.0	-0.2	3.1	0.9
ADAM10 inh	2	5	2	-10	-18	-1	-1	-2

[25] O=C(NCc1ccco1)C(c1ccccc1)N(C(=O)Cc1cccs1)c1ccccc1 (configuration not stated)
[26] CCCOc1cccc(C2C(C(=O)c3ccco3)=C(O)C(=O)N2CCN(CC)CC)c1 (configuration not stated)
[27] COc1ccccc1NC(=O)CON=C(N)CC(=O)NC1CCCCC1
[28] COC(=O)c1ccc(NC(=O)C(=O)N2CCN(C(=S)NCCc3ccccc3)CC2)cc1
[29] COc1ccc(/C=N/Nc2nc(=O)[nH]nc2C)cc1[N+](=O)[O-]
[30] O=C(CSc1ncn[nH]1)Nc1ccccc1Sc1ccc(Cl)cc1
[31] Nc1nc(Nc2ccccc2Cl)cc(=O)[nH]1
[32] O=C(O)CC(CC(=O)N1CCOCC1)c1ccccc1 (configuration not stated)
screen / no.	25	26	27	28	29	30	31	32
hcDAF-12 act	-0.8	-1.2	-0.7	-1.7	4.2	-1.7	-1.9	-2.1
ADAM17 inh	-3	0	-2	5	1	0	-4	-4
ssDAF12 agonist	-0.8	-1.4	-1.7	-1.0	-0.2	-1.7	-1.2	-0.4
DAX1 inh-1	0.4	0.3	-0.3	0.3	0.9	-2.5	-0.4	1.0
NPR1 activator	-32	-2	0	0	-1	2	4	5
GAA850 FXN act	-0.8	-1.0	1.6	2.0	2.8	-0.2	0.1	0.0
PG9 Ab binder	0.8	-1.2	1.5	-2.3	-1.5	2.1	-1.2	2.8
hgDAF-12 ag	-1.5	0.4	0.8	0.6	-1.1	-4.4	0.4	1.1
SMARCA2 act	0	2	-4	-3	-3	1	-3	-2
DAX1 inh-2	-0.1	-0.3	0.8	-0.6	0.1	-1.0	0.8	0.1
ADAM10 inh	3	-9	-11	3	-3	6	1	3

[33] Cc1cc(NCCCn2ccnc2)n2nc(C)c(-c3ccccc3)c2n1
[34] NC(=O)C1CCN(C2CC(=O)N(c3ccc(F)c(Cl)c3)C2=O)CC1 (configuration not stated)
[35] Cn1c(SCC(=O)O)nnc1-c1ccc(NC(=O)c2ccc(Cl)c(Cl)c2)cc1
[36] O=C(Nc1ccc2c(c1)CCC2)c1ccc(F)c(S(=O)(=O)N2CCOCC2)c1
[37] COc1ccc(-c2cnc3c(c2)C(=O)N([C@H](C)CO)C[C@@H](C)[C@@H](CN(C)C(=O)NC2CCCC2)O3)cc1
[38] Cc1cc2c(cc1S(=O)(=O)CCC(=O)N(C)Cc1ccccc1)OCC(=O)N2
[39] CCn1cc(S(=O)(=O)Nc2ccccc2C(F)(F)F)cn1
[40] CC(=O)Oc1ccc2oc(=O)c3c(c2c1)CCCN3C(=O)CN1CCN(c2ncccn2)CC1
screen / no.	33	34	35	36	37	38	39	40
hcDAF-12 act	1.1	-0.4	-0.7	-0.3	0.7	3.1	-0.8	2.0
ADAM17 inh	-3	-4	-2	0	-6	0	0	-4
ssDAF12 agonist	-1.3	-1.0	-0.3	-0.5	0.1	-1.8	-1.0	-1.0
DAX1 inh-1	2.4	0.1	1.4	-0.3	-0.2	-0.6	0.8	0.2
NPR1 activator	-1	0	0	-2	-1	0	1	-6
GAA850 FXN act	-0.5	-2.3	1.3	2.6	-0.3	3.0	-1.2	-4.4
PG9 Ab binder	-3.8	2.6	1.1	1.0	0.5	0.2	-3.1	0.6
hgDAF-12 ag	9.0	-0.1	3.2	8.1	0.6	-1.1	1.3	2.2
SMARCA2 act	0	1	0	-1	1	-2	-2	1
DAX1 inh-2	3.0	-0.2	-0.1	0.0	-0.5	0.5	0.3	-2.3
ADAM10 inh	-10	-2	-1	-1	-13	-4	4	-8

[41] CCc1ccc(OC2(C)CCN(Cc3ccc(SC)cc3)C2)cc1 (configuration not stated)
[42] COc1ccc(NC(=O)NC(C)c2ccncc2)cc1OC (configuration not stated)
[43] CCOC(=O)C1CCN(C(=O)/C(=C/c2ccccc2)NC(=O)c2ccccc2)CC1
[44] CN(Cc1ccccc1)C(=O)COC(=O)c1ccccc1Nc1ccccc1
screen / no.	41	42	43	44
hcDAF-12 act	0.2	-1.2	-1.9	-2.2
ADAM17 inh	-5	-2	-6	-4
ssDAF12 agonist	-1.4	-1.1	-1.2	-0.9
DAX1 inh-1	·	2.0	0.9	-0.7
NPR1 activator	3	1	2	4
GAA850 FXN act	-0.9	-3.2	1.2	1.1
PG9 Ab binder	1.3	-2.1	-1.0	-0.7
hgDAF-12 ag	-0.6	-0.4	-1.2	3.8
SMARCA2 act	-1	-1	0	0
DAX1 inh-2	-0.6	0.3	0.1	-0.1
ADAM10 inh	-3	-2	1	-12

3 compounds from above, arranged by the number in PG9 Ab binder, rising.
cpd	Compound	hcDAF-12 act	ADAM17 inh	ssDAF12 agonist	DAX1 inh-1	NPR1 activator	GAA850 FXN act	PG9 Ab binder	SMARCA2 act	DAX1 inh-2	ADAM10 inh
42	COc1ccc(NC(=O)NC(C)c2ccncc2)cc1OC (configuration not stated)	-1.2	-2	-1.1	2.0	1	-3.2	-2.1	-1	0.3	-2
43	CCOC(=O)C1CCN(C(=O)/C(=C/c2ccccc2)NC(=O)c2ccccc2)CC1	-1.9	-6	-1.2	0.9	2	1.2	-1.0	0	0.1	1
44	CN(Cc1ccccc1)C(=O)COC(=O)c1ccccc1Nc1ccccc1	-2.2	-4	-0.9	-0.7	4	1.1	-0.7	0	-0.1	-12
